Compound activity as filed in PubChem.
Ecoli viability: E. coli V3065 growth inhibition, primary screen, counter-screen for AddAB inhibitor project, absorbance, OD600. AID 449728, 2010. 0.27% of 330,000 active. inhibition, % at 11.9 µM. 18 h;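 active = inhibition above the campaign's mean inhibition across all tested compounds plus 3 SD, cut at about 9.9% in these data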;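 also: uninfected addAB+ strain grown without phage in ampicillin broth; 0% = DMSO wells and 100% = ciprofloxacin 0.95 µg/ml wells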
phage Ecoli inh: growth loss of phage-infected E. coli, primary screen, RecBCD inhibitor project, absorbance, with phage, HTS | 0.26% of 360,000 active | inhibition, % at 11.9 µM; in the data active = inhibition above about 11%
PKA-R1A act: activators of PKA-R1A holoenzyme, primary screen, biochemical, fluorescence polarization, Cy5-IP20, bovine R1A, mouse PKAc; cAMP-dependent protein kinase type I-alpha regulatory subunit (Bos taurus) + …; PKA-R1A dissociation; scaled: DMSO 0%, 113 µM cGMP 100%; activation, % at 11.4 µM; 0.083% of 340,000 active;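 active = percent activation above the mean of all tested compounds plus 3 SD, cut at about 19% in these data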;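 also: higher means more PKAc released from R1A so a rise in polarization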
HTR5A ag: HTR5A agonists in luminescence cell assay, primary screen, counter-screen for OPRM1-OPRD1 heterodimer agonist project, full-deck HTS. 5-hydroxytryptamine receptor 5A (Homo sapiens), P47898. cell-based. activation, % at 9.3 µM. 0.61% of 340,000 active. AID 504692, 2011; in the data active = activation mostly above about 9.5%, no sharp cut-off; inactive = mostly below about 7.6%;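 also: 0% = cells with vehicle only and 100% = reference agonist; strong numbers were not always called active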
Target sequence (P47898 whole entry, looked up): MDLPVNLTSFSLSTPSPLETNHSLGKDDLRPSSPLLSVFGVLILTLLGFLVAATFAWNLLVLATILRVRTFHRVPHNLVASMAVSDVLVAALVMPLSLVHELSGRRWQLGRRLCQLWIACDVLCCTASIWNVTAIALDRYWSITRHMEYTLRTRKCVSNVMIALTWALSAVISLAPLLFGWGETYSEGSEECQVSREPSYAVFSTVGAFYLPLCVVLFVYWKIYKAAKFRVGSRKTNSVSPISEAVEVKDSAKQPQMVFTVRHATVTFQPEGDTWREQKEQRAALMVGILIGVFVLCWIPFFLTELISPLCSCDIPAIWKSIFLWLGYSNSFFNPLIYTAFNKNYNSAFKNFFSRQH
HTR5A inv ag: HTR5A inverse agonists in luminescence cell assay, primary screen, counter-screen for OPRM1-OPRD1 heterodimer inverse agonist project, full-deck HTS; AID 504634, 2011; inhibition, % at 9.3 µM; 0.083% of 340,000 active; HTR5A cell line, inverse agonism; 5-hydroxytryptamine receptor 5A (Homo sapiens), P47898; in the data active = inhibition mostly above about 23%, no sharp cut-off; inactive = mostly below about 18%;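 also: 0% = cells with DMSO and 100% = no-cell wells with DMSO; some compounds called inactive have numbers as strong as hits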
OPRM1-OPRD1 inv: inverse agonists of MOR-DOR heterodimerization, primary screen, cell-based, luminescence | 0.21% of 340,000 active | inhibition, % at 9.3 µM | cell-based MOR-DOR heterodimer luminescence, inverse agonism | AID 504357, 2011; in the data active = inhibition above about 22%, passing the limit was not always enough;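 also: 0% = cells with DMSO and 100% = wells without cells with DMSO; values of inactives mirror those of a sister screen read the other way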
PfHsp90 set2: growth inhibition of PfHsp90-expressing yeast, primary screen, antimalarial PfHsp90 inhibitor project, S. cerevisiae, BacTiter-Glo luminescence, single point, set 2; 0.32% of 310,000 active; AID 504621, 2011; BacTiter-Glo ATP, 48 h; yeast lacking PDR1 and PDR3 efflux regulators; inhibition, % at 9.4 µM;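 active = every replicate shows inhibition above about 80%, whatever the replicate mean, limit read from the data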;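 also: 0% = DMSO neutral controls and 100% = 20 µM radicicol positive controls; yeast relying on Plasmodium falciparum Hsp90 in place of its own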
Pemphigus Ab inh: inhibitors of pemphigus antibody binding to DSG3, primary screen, biochemical, bead-based, flow cytometry, scFv-GFP; AID 588358, 2011; 0.48% of 310,000 active; Desmoglein-3 (Homo sapiens), P32926; binding (percent of control), % at 10 µM; DSG3-coupled beads, scFv-anti-DSG3-GFP binding; hits give low values;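 active = binding more than 3 SD below its plate's average and above zero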;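 also: hits lower antibody fragment binding to DSG3; some compounds called inactive have numbers as strong as hits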
MOR-DOR ag: agonists of OPRM1-OPRD1 heterodimerization, primary screen, cell-based, luminescence; 0.3% of 340,000 active; Mu-type opioid receptor (Homo sapiens) + Delta-type opioid receptor (Homo sapiens), …; cells; activation, % at 9.3 µM; in the data active = activation above about 18%;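 also: 0% = vehicle-treated cells and 100% = reference agonist; values of inactives mirror those of a sister screen read the other way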
SUMO Mot1 rescue: yeast Mot1-301 growth rescue at high temperature, primary screen, SUMOylation pathway inhibitor project, S. cerevisiae, ATP luminescence, 38.5C; S. cerevisiae Mot1-301 growth rescue; percent above DMSO median, 100 means doubled; growth rescue, % at 18.8 µM; 1% of 320,000 active; AID 2716, 2010;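 active = every valid replicate shows activation above 250% relative to neutral control wells; inactive = the rest, any valid replicate at or below 250%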;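 also: OY570 slx delta 5 strain wells were the positive control but not used for scaling; some compounds called inactive have numbers as strong as hits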
AddAB inh: growth inhibition of E. coli expressing H. pylori AddAB, primary screen, AddAB inhibitor project, absorbance. inhibition, % at 11.9 µM. 0.29% of 330,000 active. AID 435030, 2010; in the data active = inhibition above about 12%;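 also: 0% = vehicle wells of infected cells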
The depositor's hits bear a star; · = no result given.

SMILES	Ecoli viability	phage Ecoli inh	PKA-R1A act	HTR5A ag	HTR5A inv ag	OPRM1-OPRD1 inv	PfHsp90 set2	Pemphigus Ab inh	MOR-DOR ag	SUMO Mot1 rescue	AddAB inh
CCN(CC)S(=O)(=O)c1ccc(N2CCCC2)c(NC(=O)Cc2c(F)cccc2Cl)c1	1.4	0.5	-7	-2	9	6	2	·	-1.1	32	1.1
O=C1NC(=S)SC1=Cc1cc(Br)ccc1O	·	-1.4	3	-3	10	15	17	100	-3.0	·	·
CC(C)(C)c1cc(C(=O)NCCCn2ccnc2)cc(C(C)(C)C)c1	-0.8	1.2	10	1	-2	-6	-15	96	1.2	-4	-4.2
CCOC(=O)CN1C(=O)N[C@@H](c2cccc(C(F)(F)F)c2)[C@H](C(C)=O)[C@H]1C	2.2	-2.1	-3	6	-1	10	4	94	-1.9	3	3.3
CC(=O)c1cccc(N(C(=O)c2ccco2)C(C(=O)NC2CCCC2)c2ccccc2F)c1 (centres undefined)	-2.3	-0.8	-5	-5	-11	9	-11	120	-1.7	0	2.6
O=C(NC1CCCc2ccccc21)C1CCN(S(=O)(=O)c2cccc3nonc23)CC1 (centres undefined)	-1.6	-0.1	2	3	12	11	-22	115	-2.6	-2	2.6
COc1cccc(/C(C)=N/N=C(\C)c2cccc(OC)c2)c1	·	-1.0	0	3	-12	-3	-5	102	0.7	-11	·
Cc1cccc(OCC(=O)NNC(=O)Nc2cccc(Cl)c2)c1C	-1.4	0.7	-1	-2	-5	3	-5	88	-0.4	0	0.2
CCOc1ccc2[nH]c(=O)c(CN(CCN3CCOCC3)Cc3nnnn3C(C)(C)CC)cc2c1	-3.1	-3.1	-10	-7	-24	2	-5	101	-0.3	-26	1.8
Cc1oc2cc3oc(=O)c(CCC(=O)NCCCn4ccnc4)c(C)c3cc2c1C	-4.5	2.2	-6	-1	-7	15	-14	·	-2.9	2	0.2
Cc1cc(F)ccc1S(=O)(=O)Nc1ccccc1C(=O)Nc1ccccc1-c1nc2ccccc2[nH]1	2.2	·	-8	5	-21	1	9	106	-0.1	-2	0.3
CCC(NC(=O)c1cccc(Cn2nc(C)c([N+](=O)[O-])c2C)c1)c1ccc(C(C)C)cc1 (centres undefined)	1.2	2.2	-1	2	8	-20	22	104	3.6	2	3.8
COc1cccc(-c2ccc3ncnc(NCc4cc(C)cs4)c3c2)c1	-0.2	2.9	1	1	-12	-3	16	98	0.5	4	1.1
Cc1cc(C)cc(N2C(=O)C3NN=C(C(=O)OCc4ccccc4)C3C2=O)c1 (centres undefined)	-3.0	2.4	6	3	-6	-3	14	93	0.5	-22	-2.3
CNC1(c2nnnn2-c2c(C)cccc2C)CCOC(C)(C)C1 (centres undefined)	0.8	5.3	-4	-1	2	6	-9	100	-1.1	28	0.6
CCN(CC)C(=O)CSc1nc2c(c(-c3cccnc3)c1C#N)CCCC2	-2.8	3.2	-10	4	5	0	-6	103	-0.1	-34	2.0
CCOc1ccc(N(CC)S(=O)(=O)c2ccc3c(c2)oc(=O)n3C)cc1	0.8	1.7	-3	4	9	5	7	97	-1.0	118	3.8
O=C(OCC#CCSc1nnc(-c2cccc3ccccc23)o1)c1cc2ccccc2o1	1.1	1.3	-6	-3	-14	16	4	105	-2.7	8	-1.2
CC(C)(C)n1nc2c(c1NC(=O)COc1ccc(F)cc1)CS(=O)(=O)C2	0.8	2.4	-11	0	-3	10	-3	97	-1.7	6	-0.9
O=C(NC(c1ccccc1)c1ccccc1)c1ccc(=O)[nH]n1	-0.5	3.5	·	·	·	·	13	106	·	-19	1.0
CCOC(=O)c1ccccc1NC(=O)CSc1nnc(Cc2cccn2C)n1-c1ccc(C)cc1	-0.6	0.0	6	2	4	2	-11	113	-0.3	19	-2.6
Cc1ccc(NC(=O)C2CC2c2ccccc2)c([N+](=O)[O-])c1 (centres undefined)	0.7	0.2	0	-3	-4	-6	11	97	1.2	25	4.8
Cc1ccccc1CN(c1ccc(C(=O)NCc2cccnc2)cc1)S(C)(=O)=O	0.5	2.4	0	1	-4	-2	48	99	0.4	9	-0.8
COc1ccc(OCC(O)CN(CC(O)COc2ccc(OC)cc2)c2cccc(O)c2)cc1 (centres undefined)	-3.7	1.8	3	-1	-3	0	13	102	0.0	-15	0.6
COc1ccc(CCNc2nc(N3CCOCC3)nc(N3CCOCC3)n2)cc1OC	-1.8	3.2	-5	-2	-1	9	8	99	-1.7	-3	0.5

7 structures out of the list, sorted by SMILES length, smallest number first.
SMILES	Ecoli viability	phage Ecoli inh	PKA-R1A act	HTR5A ag	HTR5A inv ag	OPRM1-OPRD1 inv	PfHsp90 set2	Pemphigus Ab inh	MOR-DOR ag	SUMO Mot1 rescue	AddAB inh
CC(C)(C)c1cc(C(=O)NCCCn2ccnc2)cc(C(C)(C)C)c1	-0.8	1.2	10	1	-2	-6	-15	96	1.2	-4	-4.2
COc1ccc(CCNc2nc(N3CCOCC3)nc(N3CCOCC3)n2)cc1OC	-1.8	3.2	-5	-2	-1	9	8	99	-1.7	-3	0.5
CCOc1ccc(N(CC)S(=O)(=O)c2ccc3c(c2)oc(=O)n3C)cc1	0.8	1.7	-3	4	9	5	7	97	-1.0	118	3.8
Cc1ccccc1CN(c1ccc(C(=O)NCc2cccnc2)cc1)S(C)(=O)=O	0.5	2.4	0	1	-4	-2	48	99	0.4	9	-0.8
CC(C)(C)n1nc2c(c1NC(=O)COc1ccc(F)cc1)CS(=O)(=O)C2	0.8	2.4	-11	0	-3	10	-3	97	-1.7	6	-0.9
Cc1cc(C)cc(N2C(=O)C3NN=C(C(=O)OCc4ccccc4)C3C2=O)c1 (centres undefined)	-3.0	2.4	6	3	-6	-3	14	93	0.5	-22	-2.3
CCOC(=O)c1ccccc1NC(=O)CSc1nnc(Cc2cccn2C)n1-c1ccc(C)cc1	-0.6	0.0	6	2	4	2	-11	113	-0.3	19	-2.6

Part of the list above, limited to phage Ecoli inh and HTR5A ag.
compound | phage Ecoli inh | HTR5A ag
Cc1cccc(OCC(=O)NNC(=O)Nc2cccc(Cl)c2)c1C | 0.7 | -2
CCOc1ccc2[nH]c(=O)c(CN(CCN3CCOCC3)Cc3nnnn3C(C)(C)CC)cc2c1 | -3.1 | -7

Further entries follow:
SMILES	Ecoli viability	phage Ecoli inh	PKA-R1A act	HTR5A ag	HTR5A inv ag	OPRM1-OPRD1 inv	PfHsp90 set2	Pemphigus Ab inh	MOR-DOR ag	SUMO Mot1 rescue	AddAB inh
O=C(OCCN=C1NS(=O)(=O)c2ccccc21)c1ccco1	2.3	2.3	15	4	-10	-3	-13	100	0.5	-1	2.7
O=C(NCCNC(=O)c1cnccn1)c1ccc(Cl)cc1	-0.9	2.7	-15	6	-21	2	19	101	-0.3	3	3.5
Nc1c(C2CCCCC2)c(=O)on1C(=O)c1ccccc1	·	1.4	2	6	-23	-41	·	91	7.7	·	·
CCOc1ccc(S(=O)(=O)N2CCN(C(=O)c3ccccc3Cc3ccccc3)CC2)cc1	-0.2	3.0	-15	0	1	10	-32	80*	-1.9	29	0.0
CC(=O)C1=C(C)N(CC2CC2)C(=O)N[C@H]1c1ccccc1	0.9	-0.2	4	6	-17	9	27	106	-1.5	3	2.3
O=c1c2ccccc2nc2n1CCCCC2	-2.8	1.9	0	-2	9	5	-4	99	-1.0	309	1.4
COc1ccc(CNCC(O)COc2ccc(C(C)(C)c3ccccc3)cc2)cc1 (centres undefined)	1.4	5.2	-5	3	-12	-15	12	93	2.9	10	2.8
NC(=O)Nc1ccc(C(=O)OCC(=O)c2c[nH]c3ccccc23)cc1	-1.2	3.6	2	0	0	-2	·	101	0.3	0	-1.3
Cc1ccc2ccc[n+](Cc3ccccc3)c2c1	2.4	3.8	0	-1	2	10	-13	107	-1.7	6	3.2
COc1ccc(N2C(=O)CC(SCc3ccc(Cl)cc3)C2=O)cc1 (centres undefined)	-1.3	0.4	0	0	-13	12	31	·	-2.5	57	0.8
COc1ccc(C(=O)COC(=O)CNC(=O)c2cc(OC)cc(OC)c2)cc1	0.4	5.0	-7	3	10	-3	-12	104	0.5	-10	-0.9
CN(C)S(=O)(=O)c1ccc(NC(=O)CCNC(=O)c2ccc([N+](=O)[O-])cc2)cc1	1.2	4.3	-5	-3	7	-13	13	95	2.3	-6	3.9
O=C(NC1CCCCC1)N(Cc1cc2cc3c(cc2[nH]c1=O)OCCO3)C1CCCCC1	1.6	2.5	3	1	-4	-11	1	98	2.0	828*	1.5
CCCCN(CCCC)CC(O)CN(c1cc([N+](=O)[O-])ccc1OC)S(=O)(=O)c1ccccc1 (centres undefined)	-1.4	2.6	4	1	-3	-4	28	105	0.7	-6	-0.2
CCCCOc1ccc(CSc2ncn[nH]2)cc1	-0.4	2.1	-5	-1	-26	10	7	77	-1.9	-1	0.5
CCS(=O)(=O)N1CCC(C(=O)NCCCOC)CC1	-3.9	1.1	2	-7	18	7	7	84	-1.1	-14	0.4
Cc1ccc(N2CC(C(=O)NCCS(=O)(=O)N3CCN(c4ccccc4)CC3)CC2=O)cc1C (centres undefined)	1.2	0.6	-21	-4	1	14	26	99	-2.8	12	2.7
CCCc1[nH]n(-c2nc3ccccc3s2)c(=O)c1C=NCC(C)C	0.2	0.6	-9	5	-11	3	-21	104	-0.5	-1	-0.8
CC(OC(=O)c1ccc2c(c1)S(=O)(=O)c1ccccc1C2=O)C(N)=O (centres undefined)	-0.2	0.7	-1	1	-22	-47	-27	126	5.7	9	2.9
COc1ccc(NC(=S)NC(=O)CC(C)C)c(OC)c1	2.0	5.2	-4	-3	8	11	10	97	-1.9	1	3.3
Cc1cc(SCC(=O)N(C)C2CCCCC2)nc2ccccc12	1.7	-1.0	1	7	-18	-28	-62	·	6.7	5	0.2
NC(=O)c1cc2nc(-c3ccco3)cc(C(F)(F)F)n2n1	3.0	1.0	-4	1	-10	23	-13	104	-4.0	-21	1.2
Cn1nc(C(F)(F)F)c(/C=N/OCc2c(Cl)cccc2Cl)c1Cl	0.0	3.4	0	1	6	-12	-5	94	2.4	-10	1.1
O=c1ccc2cc3c4c(c2o1)CCCN4CCC3	0.3	2.2	10	0	-24	1	-7	·	-0.1	-15	2.0
